CHRM5 PAM – CHRM5 positive allosteric modulation; P08912; CHO-K1 hM5, Fluo-8 calcium, ACh EC20 PAM; 0% = ACh EC20, 100% = ACh EC100; activation, % at 3 µM; 360,000 tested, 0.3% active; AID 624038;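 active means activation above the run cutoff, the mean activation of all test compounds plus 3 SD, cut at about 18% in these data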
Target sequence (P08912 whole entry, looked up): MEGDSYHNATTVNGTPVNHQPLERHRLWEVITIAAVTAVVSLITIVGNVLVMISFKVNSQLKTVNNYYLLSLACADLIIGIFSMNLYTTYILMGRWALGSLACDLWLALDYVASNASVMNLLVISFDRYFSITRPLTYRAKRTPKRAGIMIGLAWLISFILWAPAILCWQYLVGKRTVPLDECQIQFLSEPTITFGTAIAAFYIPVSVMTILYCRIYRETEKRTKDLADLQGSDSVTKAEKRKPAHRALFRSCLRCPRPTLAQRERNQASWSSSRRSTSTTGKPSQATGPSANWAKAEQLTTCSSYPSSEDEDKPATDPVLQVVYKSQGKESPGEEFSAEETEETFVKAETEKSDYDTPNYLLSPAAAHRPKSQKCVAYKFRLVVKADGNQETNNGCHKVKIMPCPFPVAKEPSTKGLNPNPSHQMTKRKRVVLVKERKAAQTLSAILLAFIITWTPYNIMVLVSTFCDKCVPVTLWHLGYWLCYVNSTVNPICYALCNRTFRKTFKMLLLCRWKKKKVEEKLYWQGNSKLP
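Measured by: Fluo-8 calcium fluorescence; material: human M5 receptor in CHO-K1 cells; schedule: Post-acetylcholine fluorescence recording 140 s; benchmarks: low control EC20 acetylcholine (0%), high control EC100 acetylcholine (100%); read-out: Max/basal fluorescence ratio as % of EC20–EC100 ACh window; compound: single dose, 3 µM nominal final test concentration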
TAAR1 agonist – human TAAR1 agonism; CHO RD-HGA16 TAAR1, Fluo-8 calcium fluorescence; vehicle wells 0%, saturating PEA agonist 100%; 360,000 tested, 0.99% active; activation, % at 3 µM; AID 624467;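 active means activation above the mean activation of all test compounds in the run plus 3 SD, cut at about 38% in these data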
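Assay system – CHO-derived RD-HGA16 cells with stable Gα16 and human TAAR1 · Compound dosing – one-point dosing at 3 µM (nominal) · Incubation – 17-24 h seeding, 75 min 37 °C dye, 30 min RT · Measured by – kinetic Fluo-8 calcium fluorescence · Control set – DMSO vehicle as 0%, PEA at EC100 as 100% · Repeats – single well for each compound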
CRFBP-R2 block – blocks CRF-induced signaling of the CRF-BP/CRF-R2 complex. 350,000 tested, 0.59% active. inhibition, % at 11.8 µM. HEK293 CRF-R2/CRF-BP, CRF-induced calcium fluorescence;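 active means inhibition of the ligand-induced calcium signal above about 50% at the single tested concentration, limit read from the data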
M5 antag – antagonists of human muscarinic M5 receptor (CHRM5); P08912; CHO-hM5 cells, Fluo-8 calcium fluorescence, ACh EC80; inhibition, % at 3 µM; 360,000 tested, 0.59% active; AID 624040;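 active means inhibition above a per-plate cutoff, the mean of that plate's test compounds plus 3 SD, cut at about 27% in these data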;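 further: 0% = acetylcholine EC80 with DMSO and 100% = DMSO without agonist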
M1 PAM parental – counter-screen for M1 PAMs: effect in parental CHO-K1 cells | 360,000 tested, 0.02% active | ATP EC20, Fluo-8 calcium fluorescence; 0% at ATP EC20, 100% at ATP max | activation, % at 3 µM | AID 602247;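 active means activation above the run cutoff, the mean activation of all test compounds plus 3 SD, cut at about 40% in these data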;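 further: peak over basal fluorescence ratio in a 140 s read after ATP addition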
TAAR1 antag – antagonists of human TAAR1. Q96RJ0. CHO RD-HGA16 TAAR1, Fluo-8 calcium fluorescence, antagonist. AID 624466. inhibition, % at 3 µM. 360,000 tested, 1.5% active;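 active means inhibition above a per-plate cutoff, the mean inhibition of test compounds on that plate plus 3 SD, cut at about 49% in these data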;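 further: 0% = DMSO plus EC80 beta-PEA response and 100% = DMSO alone without agonist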
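Material: RD-HGA16 CHO cells with stable hTAAR1 and Gα16; Dosing: single nominal final test compound concentration of 3 µM; Schedule: seeding 17-24 h prior, 75-min 37 °C, 30-min RT dye loading; Detection: kinetic Fluo-8 calcium fluorescence measurement; Measure: % inhibition from peak post-agonist over basal fluorescence ratio; Benchmarks: vehicle and agonist controls.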
CRFBP-R2 agonist – agonists of human CRF-binding protein/CRF-R2 receptor complex. HEK293 CRF-R2/CRF-BP, calcium dye fluorescence (FLIPR); percent of saturating CRF peptide response. 350,000 tested, 0.46% active. activation, % at 13.2 µM. AID 588473;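 active means activation of at least 50%, plus an integration ratio under a set limit after plate pattern correction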;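 further: plate controls were neutral control wells without compound for no effect and CRF at EC100 for full effect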
M5 ag – agonists of human muscarinic M5 receptor (CHRM5); P08912; CHO-K1 hM5 cells, Fluo-8 calcium fluorescence; 0% DMSO wells, 100% maximal acetylcholine response; activation, % at 3 µM; 360,000 tested, 0.19% active; AID 624037;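 active means activation above the run's mean over test compounds plus 3 SD, cut at about 23% in these data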;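 further: signal is peak over basal fluorescence ratio across the kinetic read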
CHRM4 PAM – potentiates acetylcholine response at human M4 receptor. CHO-K1 hM4/Gqi5, Fluo-8 calcium fluorescence, ACh EC20; 0% = ACh EC20, 100% = maximal ACh. P08173. activation, % at 3 µM. 360,000 tested, 0.4% active;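 active means activation above its plate's cutoff, the mean activation of sample wells plus 3 SD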; further: some results filed as inactive read as strong as hits
Target sequence (P08173 whole entry, looked up): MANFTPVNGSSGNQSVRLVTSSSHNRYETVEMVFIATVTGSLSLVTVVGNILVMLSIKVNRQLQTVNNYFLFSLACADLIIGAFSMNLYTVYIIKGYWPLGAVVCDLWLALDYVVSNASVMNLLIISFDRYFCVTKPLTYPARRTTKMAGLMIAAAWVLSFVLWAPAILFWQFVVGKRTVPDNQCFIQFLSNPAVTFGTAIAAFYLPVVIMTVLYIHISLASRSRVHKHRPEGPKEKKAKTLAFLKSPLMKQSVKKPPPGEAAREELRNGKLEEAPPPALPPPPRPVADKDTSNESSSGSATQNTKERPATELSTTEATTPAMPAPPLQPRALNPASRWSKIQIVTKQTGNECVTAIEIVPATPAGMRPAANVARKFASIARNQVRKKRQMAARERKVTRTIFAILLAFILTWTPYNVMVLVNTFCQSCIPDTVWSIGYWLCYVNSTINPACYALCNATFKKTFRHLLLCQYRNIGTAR
* hit, by the source's call. Not a hit list; 4.2% or so of the library scored in one or more.

Results for COC(=O)Cc1c(O)ccn(Cc2ccc(F)cc2)c1=O ?
CHRM5 PAM: -2; TAAR1 agonist: 6; CRFBP-R2 block: -22; M5 antag: 5; M1 PAM parental: 10; TAAR1 antag: -4; CRFBP-R2 agonist: -1.3; M5 ag: 0; CHRM4 PAM: 9

What do the screens show for `O=S(=O)(/C=C/c1ccccc1)N1CCOCC1`?
CHRM5 PAM: 0; TAAR1 agonist: 0; CRFBP-R2 block: 16; M5 antag: 6; M1 PAM parental: 27; TAAR1 antag: 12; CRFBP-R2 agonist: -0.6; M5 ag: -2; CHRM4 PAM: 4

What do the screens show for `Cc1ccc(SSc2cc(C)ccc2N)c(N)c1`?
CHRM5 PAM: 17; TAAR1 agonist: 19; CRFBP-R2 block: 2; M5 antag: 7; M1 PAM parental: 2; TAAR1 antag: 2; CRFBP-R2 agonist: -2.7; M5 ag: 3; CHRM4 PAM: 5

How did Cc1ccc([N+](=O)[O-])c(OCCN2CCCCCC2)c1 do in these assays?
CHRM5 PAM: -6; TAAR1 agonist: 1; CRFBP-R2 block: -7; M5 antag: 1; M1 PAM parental: 20; TAAR1 antag: 11; CRFBP-R2 agonist: -2.3; M5 ag: -10; CHRM4 PAM: -6

How did COC(=O)[C@H](Cc1ccccc1)NC(=O)N1CCN(c2ccccc2)CC1 do in these assays?
CHRM5 PAM: 0; TAAR1 agonist: 11; CRFBP-R2 block: 22; M5 antag: 7; M1 PAM parental: 1; TAAR1 antag: -7; CRFBP-R2 agonist: -0.1; M5 ag: 0; CHRM4 PAM: 15

How did COCCCNC(=O)c1ccc(CNS(=O)(=O)c2ccc(NC(C)=O)cc2)cc1 do in these assays?
CHRM5 PAM: -3; TAAR1 agonist: 0; CRFBP-R2 block: -2; M5 antag: -10; M1 PAM parental: 6; TAAR1 antag: 8; CRFBP-R2 agonist: -1.9; M5 ag: -6; CHRM4 PAM: 12

Results for O=C(NC1CCS(=O)(=O)C1)c1ccc(-c2ccc(Br)cc2)o1 (stereo not given) ?
CHRM5 PAM: 2; TAAR1 agonist: 6; CRFBP-R2 block: -5; M5 antag: -1; M1 PAM parental: -6; TAAR1 antag: -7; CRFBP-R2 agonist: 0.7; M5 ag: 5; CHRM4 PAM: -3

How did COc1ccc2cc(CCNC(=O)C(C)(C)C)c(=O)[nH]c2c1 do in these assays?
CHRM5 PAM: -10; TAAR1 agonist: 1; CRFBP-R2 block: -3; M5 antag: 1; M1 PAM parental: 3; TAAR1 antag: -28; CRFBP-R2 agonist: 0.4; M5 ag: 6; CHRM4 PAM: -6

Results for Cc1ccc(C(=O)CCC(=O)N2CCC(C(N)=O)CC2)s1 ?
CHRM5 PAM: 7; TAAR1 agonist: 11; CRFBP-R2 block: 14; M5 antag: 3; M1 PAM parental: 10; TAAR1 antag: 9; CRFBP-R2 agonist: -0.8; M5 ag: -3; CHRM4 PAM: 10

How did CCN(C(=O)COC(=O)c1ccc(Cl)nc1)C1CCS(=O)(=O)C1 (stereo not given) do in these assays?
CHRM5 PAM: 2; TAAR1 agonist: 1; CRFBP-R2 block: 14; M5 antag: -1; M1 PAM parental: 18; TAAR1 antag: -3; CRFBP-R2 agonist: 2.9; M5 ag: 2; CHRM4 PAM: -1

Results for COCCNC(=O)C1CCCN(C(=O)c2cc(-c3cccs3)oc2C)CC1 (stereo not given) ?
CHRM5 PAM: 0; TAAR1 agonist: 2; M5 antag: 1; M1 PAM parental: 17; TAAR1 antag: -10; M5 ag: -1; CHRM4 PAM: 1

How did CC(OC(=O)CCC(=O)N1CCN(S(=O)(=O)c2ccc3ccccc3c2)CC1)C(=O)NC(N)=O (stereo not given) do in these assays?
CHRM5 PAM: 7; TAAR1 agonist: -1; CRFBP-R2 block: 2; M5 antag: 9; M1 PAM parental: -7; TAAR1 antag: -2; CRFBP-R2 agonist: -1.3; M5 ag: -3; CHRM4 PAM: 0

Results for COc1ccc(NC(=O)c2coc(C)c2)cc1 ?
CHRM5 PAM: -2; TAAR1 agonist: 0; CRFBP-R2 block: 5; M5 antag: 7; M1 PAM parental: 14; TAAR1 antag: -13; CRFBP-R2 agonist: -0.8; M5 ag: -1; CHRM4 PAM: 4

Results for CCc1ccccc1NC(=O)c1cc(C)no1 ?
CHRM5 PAM: -6; TAAR1 agonist: 0; CRFBP-R2 block: 3; M5 antag: 9; M1 PAM parental: 10; TAAR1 antag: -1; CRFBP-R2 agonist: -4.8; M5 ag: -1; CHRM4 PAM: -6

What do the screens show for `Cc1ccc(S(=O)(=O)N(C)c2ccccc2C(=O)N2CCOCC2)cc1`?
CHRM5 PAM: -4; TAAR1 agonist: -1; CRFBP-R2 block: 8; M5 antag: 0; M1 PAM parental: 17; TAAR1 antag: -2; CRFBP-R2 agonist: -9.4; M5 ag: -6; CHRM4 PAM: -1

What do the screens show for `O=[N+]([O-])c1cc(CN2CCCCCC2)ccc1O`?
CHRM5 PAM: -1; TAAR1 agonist: 2; CRFBP-R2 block: 20; M5 antag: -5; M1 PAM parental: -1; TAAR1 antag: 5; CRFBP-R2 agonist: 0.5; M5 ag: -1; CHRM4 PAM: 5

How did N#Cc1ccccc1Cn1c(=O)n(CCCC(=O)NCc2ccc3c(c2)OCO3)c(=O)c2ccccc21 do in these assays?
CHRM5 PAM: 4; TAAR1 agonist: 0; CRFBP-R2 block: 9; M5 antag: -4; M1 PAM parental: 21; TAAR1 antag: -22; CRFBP-R2 agonist: -1.0; M5 ag: 3; CHRM4 PAM: -4

What do the screens show for `N=c1c(C(=O)NCCc2ccccc2)cc2c(=O)n3ccccc3nc2n1Cc1ccco1`?
CHRM5 PAM: 0; TAAR1 agonist: -2; CRFBP-R2 block: 16; M5 antag: 8; M1 PAM parental: 0; TAAR1 antag: -12; CRFBP-R2 agonist: 7.9; M5 ag: -3; CHRM4 PAM: -14

How did CC(C)OC(=O)CC(NC(=O)OC(C)(C)C)c1ccccc1 (stereo not given) do in these assays?
TAAR1 agonist: 5; CRFBP-R2 block: -2; TAAR1 antag: -5; CRFBP-R2 agonist: -0.1

What do the screens show for `Cn1c(=O)c2c(nc(Oc3cccc(O)c3)n2C)n(C)c1=O`?
CHRM5 PAM: 7; TAAR1 agonist: 0; CRFBP-R2 block: 3; M5 antag: 1; M1 PAM parental: 5; TAAR1 antag: -9; CRFBP-R2 agonist: -0.6; M5 ag: 4; CHRM4 PAM: 4

How did O=S(=O)(c1ccc2nc(SCc3cccc(Cl)c3)[nH]c2c1)N1CCOCC1 do in these assays?
CHRM5 PAM: -1; TAAR1 agonist: 10; CRFBP-R2 block: -27; M5 antag: 2; M1 PAM parental: 19; TAAR1 antag: 7; CRFBP-R2 agonist: -1.9; M5 ag: 4; CHRM4 PAM: -5

What do the screens show for `COc1ccc(C(CNC(=O)c2oc3cc(Br)ccc3c2C)N2CCCCC2)cc1` (stereo not given)?
CHRM5 PAM: -6; TAAR1 agonist: 1; CRFBP-R2 block: -13; M5 antag: 7; M1 PAM parental: -8; TAAR1 antag: 1; CRFBP-R2 agonist: 0.1; M5 ag: -4; CHRM4 PAM: -3

Results for O=C(OCCN1CCOCC1)c1cccc(F)c1 ?
CHRM5 PAM: -3; TAAR1 agonist: 2; CRFBP-R2 block: -1; M5 antag: 8; M1 PAM parental: -1; TAAR1 antag: 1; CRFBP-R2 agonist: 0.8; M5 ag: 0; CHRM4 PAM: 0

How did CC1(C)CC(=O)C=C(Nc2cc(-c3ccccc3)[nH]n2)C1 do in these assays?
CHRM5 PAM: 2; TAAR1 agonist: 2; CRFBP-R2 block: -3; M5 antag: -4; M1 PAM parental: 6; TAAR1 antag: -2; CRFBP-R2 agonist: -1.2; M5 ag: 1; CHRM4 PAM: -8

Results for S=c1[nH]nc(-c2cccs2)n1/N=C/c1cn(-c2ccccc2)nc1-c1ccccc1 ?
CHRM5 PAM: -2; TAAR1 agonist: 14; CRFBP-R2 block: -20; M5 antag: 12; M1 PAM parental: -16; TAAR1 antag: -2; CRFBP-R2 agonist: 0.1; M5 ag: -3; CHRM4 PAM: 5

How did COc1ccc(C(=O)OC/C(O)=C(\C#N)c2nc3ccccc3[nH]2)cc1S(=O)(=O)N1CCOCC1 do in these assays?
CHRM5 PAM: -2; TAAR1 agonist: -2; CRFBP-R2 block: 27; M5 antag: -4; M1 PAM parental: 19; TAAR1 antag: -8; CRFBP-R2 agonist: 1.4; M5 ag: -1; CHRM4 PAM: -4

What do the screens show for `CCCCNC(=O)CCn1nc(-c2ccc(Cl)cc2)c2ccccc2c1=O`?
CHRM5 PAM: -3; TAAR1 agonist: 3; CRFBP-R2 block: 1; M5 antag: 15; M1 PAM parental: 18; TAAR1 antag: 6; CRFBP-R2 agonist: 0.8; M5 ag: 2; CHRM4 PAM: 7

What do the screens show for `COc1ccc(NC(=O)CN2C(=O)NC3(CCCC3)C2=O)cc1`?
CHRM5 PAM: 3; TAAR1 agonist: 1; CRFBP-R2 block: 2; M5 antag: 7; M1 PAM parental: 18; TAAR1 antag: -4; CRFBP-R2 agonist: -0.1; M5 ag: -3; CHRM4 PAM: 0

How did CC(C)(C(=O)c1ccccc1)/[N+]([O-])=C/c1ccccc1F do in these assays?
CHRM5 PAM: 0; TAAR1 agonist: 0; CRFBP-R2 block: 5; M5 antag: -3; M1 PAM parental: 26; TAAR1 antag: 21; CRFBP-R2 agonist: -0.9; M5 ag: -1; CHRM4 PAM: 12

In the list so far, these have two or more sulfur atoms.
What do the screens show for `Cc1ccc(SSc2cc(C)ccc2N)c(N)c1`?
CHRM5 PAM: 17; TAAR1 agonist: 19; CRFBP-R2 block: 2; M5 antag: 7; M1 PAM parental: 2; TAAR1 antag: 2; CRFBP-R2 agonist: -2.7; M5 ag: 3; CHRM4 PAM: 5

How did O=S(=O)(c1ccc2nc(SCc3cccc(Cl)c3)[nH]c2c1)N1CCOCC1 do in these assays?
CHRM5 PAM: -1; TAAR1 agonist: 10; CRFBP-R2 block: -27; M5 antag: 2; M1 PAM parental: 19; TAAR1 antag: 7; CRFBP-R2 agonist: -1.9; M5 ag: 4; CHRM4 PAM: -5

Results for S=c1[nH]nc(-c2cccs2)n1/N=C/c1cn(-c2ccccc2)nc1-c1ccccc1 ?
CHRM5 PAM: -2; TAAR1 agonist: 14; CRFBP-R2 block: -20; M5 antag: 12; M1 PAM parental: -16; TAAR1 antag: -2; CRFBP-R2 agonist: 0.1; M5 ag: -3; CHRM4 PAM: 5

From PubChem BioAssay
